Screening results deposited in PubChem BioAssay by several laboratories.
MC4R barr agon: agonists of human melanocortin 4 receptor (MC4R) beta-arrestin. AID 540308. activation, % at 8.9 µM. P32245. hit rate 0.98% among 360,000. U2OS MC4R beta-arrestin complementation, luminescence; percent of melanotan II response, DMSO zero;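 active = activation above a per-plate cutoff, the mean activation of sample wells on that plate plus 3 SD, cut at about 8% in these data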
ABHD5 PLIN5 PPI: inhibitors of human ABHD5-perilipin-5 interaction | AID 602281 | inhibition, % at 4 µM | hit rate 0.78% among 360,000 | Q00G26+Q8WTS1 | Split G. princeps luciferase complementation, luminescence, 4 h;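 active = inhibition above the mean inhibition across every tested compound plus 3 SD, cut at about 22% in these data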;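 note: 0% = DMSO only wells and the 100% control is not disclosed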
Target sequence (Q00G26 whole entry, looked up): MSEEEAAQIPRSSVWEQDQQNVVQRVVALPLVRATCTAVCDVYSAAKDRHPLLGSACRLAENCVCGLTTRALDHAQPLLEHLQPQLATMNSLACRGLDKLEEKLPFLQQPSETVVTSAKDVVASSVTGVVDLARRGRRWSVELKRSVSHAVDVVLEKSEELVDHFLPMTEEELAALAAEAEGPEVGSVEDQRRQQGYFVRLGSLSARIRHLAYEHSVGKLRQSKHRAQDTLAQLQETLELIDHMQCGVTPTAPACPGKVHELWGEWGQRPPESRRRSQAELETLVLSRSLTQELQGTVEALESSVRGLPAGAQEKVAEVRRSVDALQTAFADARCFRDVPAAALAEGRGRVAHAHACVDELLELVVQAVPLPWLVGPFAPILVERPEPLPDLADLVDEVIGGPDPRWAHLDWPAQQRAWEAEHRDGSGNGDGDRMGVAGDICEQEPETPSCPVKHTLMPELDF
Target sequence (Q8WTS1 whole entry, looked up): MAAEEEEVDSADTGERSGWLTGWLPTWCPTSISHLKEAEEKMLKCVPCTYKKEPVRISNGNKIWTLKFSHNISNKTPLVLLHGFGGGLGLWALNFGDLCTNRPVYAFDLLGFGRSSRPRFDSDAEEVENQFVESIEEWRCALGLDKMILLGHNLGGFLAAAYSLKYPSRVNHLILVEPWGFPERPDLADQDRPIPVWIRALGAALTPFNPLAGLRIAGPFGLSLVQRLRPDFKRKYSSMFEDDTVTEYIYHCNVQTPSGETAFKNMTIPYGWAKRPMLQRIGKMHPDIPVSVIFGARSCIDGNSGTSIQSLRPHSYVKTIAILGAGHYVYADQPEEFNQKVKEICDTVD
Glyco luc inh: blocks N-linked glycosylation in D54 reporter cells | D54 ERlucT glycosylation luciferase reporter, 24 h; percent of 100 nM tunicamycin response | reporter increase, % at 12.5 µM | hit rate 0.23% among 360,000 | AID 588692;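 active = mean luciferase reporter signal, scaled so untreated is 0 and the glycosylation-blocking control 100, at or above a set limit in every replicate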;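 note: luciferase carries N-glycosylation sites so blocking glycosylation raises the light; 0% = median of neutral control wells and 100% = median of 100 nM tunicamycin wells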
NOD2-RIPK2 inh: inhibitors of human NOD2-RIPK2 interaction. O43353. hit rate 0.38% among 360,000. CHO BLA complementation NOD2-RIPK2, CCF4 ratio. AID 624267. inhibition, % at 4.98 µM; in the data active = inhibition above about 21%;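 note: 0% = vehicle only and 100% = reference blocker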
TLR9-MyD88 inh: inhibitors of human TLR9-MyD88 binding; hit rate 0.21% among 340,000; CHO BLA complementation TLR9-MyD88, CCF4 FRET ratio; inhibition, % at 4.98 µM; Q9NR96+Q99836;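 active = inhibition above the mean over all tested compounds plus 3 SD, cut at about 21% in these data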;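 note: 0% = DMSO only wells and 100% = clavulanate BLA inhibitor control wells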
HTR2A ag: activates the mouse 5-HT2A serotonin receptor; CHO-K1 mHTR2A beta-arrestin complementation, luminescence; percent of 30 µM serotonin response; AID 624169; hit rate 0.66% among 360,000; activation, % at 7.6 µM;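 active = activation above a run cutoff, the mean activation of all tested compounds plus 3 SD, cut at about 14% in these data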;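 note: 0% = plate median of compound wells and 100% = 30 µM serotonin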
Cardio protect: myocardial damage modulation in H9c2 cells; H9c2 cardiomyocytes, H2O2 injury protection, ATPLite, 2 h; protection from H2O2 cell death, % at 20 µM; hit rate 0.63% among 360,000;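 active = compounds giving at least 50% protection of heart cells from peroxide-induced death in the single-dose screen, raw or plate-pattern-corrected value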;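 note: 0% = DMSO wells with peroxide and 100% = DMSO wells without peroxide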
SRC2 inh: inhibits human steroid receptor coactivator 2. Q15596. HEK293 GAL4-SRC2 luciferase reporter, luminescence. inhibition, % at 9 µM. hit rate 0.17% among 370,000. AID 651957;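 active = inhibition above the mean inhibition of all tested compounds plus 3 SD, set per campaign, cut at about 52% in these data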;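 note: 0% = DMSO treated cells and 100% = cells given Gossypol at 36 µM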
ABCB6 inh 2: inhibitors of human ABC transporter ABCB6 | fluorescence ratio to DMSO, % at 10 µM | hit rate 0.19% among 360,000 | K562-ABCB6 porphyrin accumulation, flow cytometry, 1 h; stronger effect = lower value | Q9NP58;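 active = fluorescence ratio to DMSO below 75%, the collection mean minus 3 SD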;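 note: signal is porphyrin accumulated inside mitochondria; 100% equals median channel fluorescence of DMSO control wells; lower ratio means ABCB6 inhibition with less porphyrin fluorescence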
MC4R antagonist: antagonists of human melanocortin 4 receptor (MC4R) | P32245 | MC4R-expressing cells, MTII-stimulated cAMP, LANCE TR-FRET | inhibition, % at 6.5 µM | hit rate 0.48% among 360,000;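 active = inhibition above its plate's cutoff, the mean of tested wells on that plate plus 3 SD, cut at about 29% in these data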;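 note: 0% = Melanotan II alone and 100% = Melanotan II plus saturating MCL0020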
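Assay system: U2OS cells stably expressing human melanocortin 4 receptor (MC4R) / Dosing: 6.5 µM / Timing: compound 30 min, challenge 1 h, detection 1 h / Measured by: Eu-cAMP/anti-cAMP TR-FRET, emission 671 nm / Replicates: singlicate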
* hit, by the source's call.

Screening COc1ccc(/C=C(\NC(=O)c2ccc(OC)cc2)C(=O)Nc2ccccc2C(=O)O)cc1 returned MC4R barr agon -1.5, ABHD5 PLIN5 PPI -6, Glyco luc inh 1, NOD2-RIPK2 inh -1, TLR9-MyD88 inh -8, HTR2A ag 6, Cardio protect -7, SRC2 inh -2, ABCB6 inh 2 98 and MC4R antagonist 18.
`CCn1c(SCC(=O)c2[nH]c(C)c(C(C)=O)c2C)nnc1-c1ccccc1` gave MC4R barr agon -1.3, ABHD5 PLIN5 PPI 3, Glyco luc inh 0, NOD2-RIPK2 inh 0, TLR9-MyD88 inh 7, HTR2A ag 1, Cardio protect -20, SRC2 inh -15, ABCB6 inh 2 92 and MC4R antagonist 5.
`CCOC(=O)c1cc(-c2ccc(C)o2)nn1CCC#N` gave MC4R barr agon -1.4, ABHD5 PLIN5 PPI 3, Glyco luc inh 2, NOD2-RIPK2 inh -13, TLR9-MyD88 inh -5, HTR2A ag 3, Cardio protect 8, SRC2 inh 12, ABCB6 inh 2 114 and MC4R antagonist 4.
CC(C)Oc1ccc(C(=O)N2CCN(C(=O)c3ccco3)CC2)cc1 was read as MC4R barr agon -3.0, ABHD5 PLIN5 PPI 2, Glyco luc inh 1, NOD2-RIPK2 inh -3, TLR9-MyD88 inh 3, HTR2A ag -1, Cardio protect -2, SRC2 inh 3, ABCB6 inh 2 97 and MC4R antagonist 16.
For CC(=O)c1ccc(N2CCN(C(=O)c3nn(C)c4c3CS(=O)(=O)c3ccccc3-4)CC2)cc1 the results were MC4R barr agon -0.1, ABHD5 PLIN5 PPI -4, Glyco luc inh 2, NOD2-RIPK2 inh -6, TLR9-MyD88 inh -6, HTR2A ag -6, Cardio protect 5, SRC2 inh -8, ABCB6 inh 2 93 and MC4R antagonist 21.
For CCc1ccccc1N(CC(=O)NC(C)C)C(=O)CCC(=O)Nc1nccs1 the results were MC4R barr agon -2.5, ABHD5 PLIN5 PPI -5, Glyco luc inh 0, NOD2-RIPK2 inh 0, TLR9-MyD88 inh -4, HTR2A ag 1, Cardio protect 11, SRC2 inh -18, ABCB6 inh 2 94 and MC4R antagonist 12.
Screening CCS(=O)(=O)c1nc(S(=O)(=O)c2ccc(Cl)cc2)c(NCCN2CCOCC2)s1 returned MC4R barr agon 0.3, ABHD5 PLIN5 PPI 2, Glyco luc inh 2, NOD2-RIPK2 inh 4, TLR9-MyD88 inh -5, HTR2A ag -7, Cardio protect 2, SRC2 inh 8, ABCB6 inh 2 112 and MC4R antagonist 10.
CCOC(=O)N1CCN(C(=O)c2cccn3c(=O)c4sccc4nc23)CC1 was read as MC4R barr agon -0.8, ABHD5 PLIN5 PPI 2, Glyco luc inh 0, NOD2-RIPK2 inh -7, TLR9-MyD88 inh -16, HTR2A ag 2, Cardio protect 6, SRC2 inh -26, ABCB6 inh 2 97 and MC4R antagonist -1.
`CC1(c2ccc(Cl)cc2)NC(=O)CS1` (stereo not given) gave MC4R barr agon -0.3, ABHD5 PLIN5 PPI -8, Glyco luc inh 0, NOD2-RIPK2 inh 9, TLR9-MyD88 inh -7, HTR2A ag -1, Cardio protect 2, SRC2 inh -4, ABCB6 inh 2 102 and MC4R antagonist 8.
`COc1ccc(F)cc1Cn1nc(C(=O)O)c2ccccc2c1=O` gave MC4R barr agon 1.7, ABHD5 PLIN5 PPI -1, Glyco luc inh -2, NOD2-RIPK2 inh -11, TLR9-MyD88 inh 13, HTR2A ag -3, Cardio protect 48, SRC2 inh -14, ABCB6 inh 2 94 and MC4R antagonist -8.
Screening CCOc1ccc(N2C(=O)CC(/C=C3/N(C)c4ccccc4C3(C)C)C2=O)cc1 (stereo not given) returned MC4R barr agon 3.1, ABHD5 PLIN5 PPI -6, Glyco luc inh 1, NOD2-RIPK2 inh 0, TLR9-MyD88 inh -8, HTR2A ag -1, Cardio protect -2, SRC2 inh 6, ABCB6 inh 2 110 and MC4R antagonist 15.
For CN(C)S(=O)(=O)c1cccc(COC(=O)c2cc([N+](=O)[O-])ccc2N2CCOCC2)c1 the results were MC4R barr agon -1.0, ABHD5 PLIN5 PPI -5, Glyco luc inh -5, NOD2-RIPK2 inh 10, TLR9-MyD88 inh 2, HTR2A ag -1, Cardio protect -5, SRC2 inh -26, ABCB6 inh 2 96 and MC4R antagonist -2.
For CCOc1cc(NC(=S)NCc2ccco2)c(OCC)cc1NC(=O)CC the results were MC4R barr agon -2.1, ABHD5 PLIN5 PPI 3, Glyco luc inh 0, NOD2-RIPK2 inh 2, TLR9-MyD88 inh -2, HTR2A ag 7, Cardio protect 4, SRC2 inh 35, ABCB6 inh 2 97 and MC4R antagonist 16.
Screening CC(=O)C1=C(C)NC(C)=C(C(C)=O)C1c1ccc(-c2ccccc2Cl)o1 returned MC4R barr agon 2.0, ABHD5 PLIN5 PPI 52*, Glyco luc inh 4, NOD2-RIPK2 inh -9, TLR9-MyD88 inh 6, HTR2A ag -7, Cardio protect -1, SRC2 inh -12, ABCB6 inh 2 118 and MC4R antagonist 5.
`C=CCn1c(SCC(=O)Nc2ccccc2OC)nc(O)c(CC)c1=O` gave MC4R barr agon -2.1, ABHD5 PLIN5 PPI -2, Glyco luc inh 3, NOD2-RIPK2 inh -9, TLR9-MyD88 inh 3, HTR2A ag -1, Cardio protect 4, SRC2 inh 5, ABCB6 inh 2 85 and MC4R antagonist 9.
`CCn1c(=N)n(CC(O)c2ccco2)c2ccccc21` (stereo not given) gave MC4R barr agon 1.6, ABHD5 PLIN5 PPI 4, Glyco luc inh 0, NOD2-RIPK2 inh 1, TLR9-MyD88 inh -1, HTR2A ag 1, Cardio protect 2, SRC2 inh 1, ABCB6 inh 2 95 and MC4R antagonist 23.
Cc1ccc(C(=O)N/N=C/C=C/c2ccccc2)o1 was read as MC4R barr agon 0.9, ABHD5 PLIN5 PPI -2, Glyco luc inh 0, NOD2-RIPK2 inh 4, TLR9-MyD88 inh 0, HTR2A ag 4, Cardio protect 1, SRC2 inh -4, ABCB6 inh 2 96 and MC4R antagonist -9.
Screening CC(C)CC(=O)N/C(N)=N/c1nc2ccccc2s1 returned MC4R barr agon 1.6, ABHD5 PLIN5 PPI -5, Glyco luc inh -10, NOD2-RIPK2 inh -9, TLR9-MyD88 inh -3, HTR2A ag 13, Cardio protect -38, SRC2 inh -79, ABCB6 inh 2 86 and MC4R antagonist -6.
`Cc1ccc(OCC(=O)Nc2cnn(CCCC(=O)O)c2)c([N+](=O)[O-])c1` gave MC4R barr agon 0.5, ABHD5 PLIN5 PPI 1, Glyco luc inh 2, NOD2-RIPK2 inh 7, TLR9-MyD88 inh 2, HTR2A ag 9, Cardio protect 6, SRC2 inh -23, ABCB6 inh 2 102 and MC4R antagonist -10.
COc1ccc(N2CCN(c3cc(C)nc4ccc(OC)cc34)CC2)cc1 was read as MC4R barr agon -1.9, ABHD5 PLIN5 PPI -5, Glyco luc inh 1, NOD2-RIPK2 inh -1, TLR9-MyD88 inh 0, HTR2A ag -8, Cardio protect 4, SRC2 inh -3, ABCB6 inh 2 98 and MC4R antagonist 1.
`COc1cc(/C=N/N2CCN(C3c4ccccc4-c4ccccc43)CC2)cc(OC)c1O` gave MC4R barr agon 1.4, ABHD5 PLIN5 PPI -9, Glyco luc inh 1, NOD2-RIPK2 inh 0, TLR9-MyD88 inh 0, HTR2A ag -3, Cardio protect -3, SRC2 inh -18, ABCB6 inh 2 91 and MC4R antagonist 5.
`CCCS(=O)(=O)NC(=O)C1(C)CCN(C(=O)C2(c3ccc(Cl)cc3)CCCC2)C1` (stereo not given) gave MC4R barr agon -0.3, ABHD5 PLIN5 PPI 1, Glyco luc inh -1, NOD2-RIPK2 inh 4, HTR2A ag 16*, Cardio protect -1, SRC2 inh 2, ABCB6 inh 2 81 and MC4R antagonist 10.
For COc1ccc(OC)c(S(=O)(=O)CC(O)CS(=O)(=O)c2ccccc2)c1 (stereo not given) the results were MC4R barr agon -2.6, ABHD5 PLIN5 PPI -1, Glyco luc inh 1, NOD2-RIPK2 inh 2, TLR9-MyD88 inh -1, HTR2A ag -6, Cardio protect 4, SRC2 inh -25, ABCB6 inh 2 98 and MC4R antagonist 10.
`CCCCC(NS(=O)(=O)c1ccc(OC)cc1)C(=O)O` (stereo not given) gave MC4R barr agon -1.3, ABHD5 PLIN5 PPI -3, Glyco luc inh 3, NOD2-RIPK2 inh -3, TLR9-MyD88 inh 0, HTR2A ag -2, Cardio protect 2, SRC2 inh -12, ABCB6 inh 2 100 and MC4R antagonist 3.
For CN(C(=O)CSc1nnnn1-c1ccc(O)cc1)C1CCS(=O)(=O)C1 (stereo not given) the results were MC4R barr agon -1.0, ABHD5 PLIN5 PPI -3, Glyco luc inh 2, NOD2-RIPK2 inh -16, TLR9-MyD88 inh -4, HTR2A ag 3, Cardio protect -1, SRC2 inh -9, ABCB6 inh 2 104 and MC4R antagonist 1.
`COc1ccc(N(CC2CO2)S(=O)(=O)c2ccc(C)cc2)cc1` (stereo not given) gave MC4R barr agon 1.5, ABHD5 PLIN5 PPI 0, Glyco luc inh 6, NOD2-RIPK2 inh -19, TLR9-MyD88 inh -14, HTR2A ag -15, Cardio protect 0, SRC2 inh 22, ABCB6 inh 2 104 and MC4R antagonist 14.
`CCc1cc(=O)oc2c3c(cc(OCC(=O)NC4CC4)c12)OC(C)(C)CC3` gave MC4R barr agon -0.1, ABHD5 PLIN5 PPI -1, Glyco luc inh 2, NOD2-RIPK2 inh -7, TLR9-MyD88 inh 1, HTR2A ag -1, Cardio protect 5, SRC2 inh -14, ABCB6 inh 2 79 and MC4R antagonist 1.
`CNc1nc(OC)nc(N(C#N)CN2C(=O)c3ccccc3S2(=O)=O)n1` gave MC4R barr agon -2.0, ABHD5 PLIN5 PPI 19, Glyco luc inh -2, NOD2-RIPK2 inh -4, TLR9-MyD88 inh -4, HTR2A ag 9, Cardio protect 19, SRC2 inh 6, ABCB6 inh 2 91 and MC4R antagonist 25.
O=C(Nc1cc(Cl)cc(Cl)c1)C(c1ccccc1)N1CCCCC1 (stereo not given) was read as MC4R barr agon 6.8, ABHD5 PLIN5 PPI 3, Glyco luc inh -4, NOD2-RIPK2 inh 1, TLR9-MyD88 inh -3, HTR2A ag 3, Cardio protect -13, SRC2 inh 17, ABCB6 inh 2 99 and MC4R antagonist -2.
Cc1cc(C(=O)N/N=C/c2ccc(-c3cccc(Br)c3)o2)n[nH]1 was read as MC4R barr agon 4.1, ABHD5 PLIN5 PPI -3, Glyco luc inh 1, NOD2-RIPK2 inh 0, HTR2A ag -5, Cardio protect -12, SRC2 inh 3, ABCB6 inh 2 98 and MC4R antagonist 0.

This is a subset. The share of hits here may be higher or lower than overall.
